# LEDGF integ inh – blocks HIV-1 LEDGF/p75-dependent DNA integration; TR-FRET IN-LEDGF/p75 DNA integration, Eu/Cy5; inhibition, % at 3.7 µM; 0.64% of 370,000 active; AID 743269;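 active = inhibition above the screen-wide mean plus 3 SD, cut at about 13% in these data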;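 note: signal is the Cy5 over europium emission ratio at 671 and 618 nm; 0% = plate median of compound wells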
# rCAG binder – molecules binding r(CAG) RNA repeats | r(CAG) RNA repeat, TO-PRO-1 dye displacement fluorescence | inhibition, % at 3 µM | 1.3% of 370,000 active;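 active = inhibition above the plate cutoff, the mean of all test compounds on that plate plus 3 SD, cut at about 35% in these data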;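 note: 0% = DMSO alone and 100% = 100 µM mitoxantrone as full dye displacement; higher means more dye released from RNA so lower well fluorescence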
# HTRA1 inh – HTRA1 (human) protease inhibition. inhibition, % at 5.96 µM. AID 504803. 0.5% of 340,000 active. Q92743. recombinant HTRA1, FP-rhodamine activity-based probe, fluorescence polarization; in the data active = inhibition above about 36%;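 note: 0% = enzyme with DMSO and 100% = wells lacking enzyme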
# UHRF1 MBD2 ctr – UHRF1 methyl-DNA binding inhibition; 0.75% of 370,000 active; UHRF1 binding to methylated oligo, TR-FRET; Q96T88; inhibition, % at 4.4 µM; in the data active = inhibition above about 21%;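 note: UHRF1 SRA domain binding a hemimethylated CpG hairpin DNA probe; 0% = median of test compound wells and 100% = reference inhibitor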
# Target sequence (Q96T88 whole entry, looked up, the tested form may be a part): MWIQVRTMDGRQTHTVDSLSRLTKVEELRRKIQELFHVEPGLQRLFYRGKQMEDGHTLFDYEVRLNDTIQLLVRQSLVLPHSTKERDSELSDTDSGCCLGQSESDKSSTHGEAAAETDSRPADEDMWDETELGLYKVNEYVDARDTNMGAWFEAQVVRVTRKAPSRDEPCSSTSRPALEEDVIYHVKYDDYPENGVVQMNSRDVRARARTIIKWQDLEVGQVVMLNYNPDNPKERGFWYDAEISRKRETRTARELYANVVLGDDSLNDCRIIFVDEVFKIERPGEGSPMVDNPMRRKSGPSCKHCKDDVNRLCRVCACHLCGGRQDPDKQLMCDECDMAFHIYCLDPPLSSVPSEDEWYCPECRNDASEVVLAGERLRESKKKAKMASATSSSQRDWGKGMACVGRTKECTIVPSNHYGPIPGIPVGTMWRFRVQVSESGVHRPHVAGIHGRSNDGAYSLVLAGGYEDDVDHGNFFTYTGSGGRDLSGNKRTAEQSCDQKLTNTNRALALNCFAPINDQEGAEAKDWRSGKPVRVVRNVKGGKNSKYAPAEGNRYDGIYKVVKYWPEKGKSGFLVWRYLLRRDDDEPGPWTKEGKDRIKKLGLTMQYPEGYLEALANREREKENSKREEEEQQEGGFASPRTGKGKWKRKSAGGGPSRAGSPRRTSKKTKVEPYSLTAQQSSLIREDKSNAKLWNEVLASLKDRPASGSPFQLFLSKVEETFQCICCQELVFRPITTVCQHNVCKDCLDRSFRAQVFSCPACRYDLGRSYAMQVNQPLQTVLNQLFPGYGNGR
# TCR CD3 inh – inhibitors of human TCR-CD3 interaction. TAMRA-labeled TCR probe fluorescence, biochemical. inhibition, % at 9.4 µM. 0.37% of 360,000 active. AID 651800; in the data active = inhibition above about 19%;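 note: recombinant mutant TCR 2C K166C tagged with TAMRA read by polarization; 0% = receptor in buffer alone and 100% = receptor with positive control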
# PG9 Ab binder – binds the HIV-1 gp120 antibody PG9; inhibition, % at 6.7 µM; 0.43% of 360,000 active; AID 624416; TR-FRET gp120-PG9 antibody binding; in the data active = inhibition above about 8.5%
# PRMT1 FP inh – blocks human protein arginine methyltransferase 1; Q99873; recombinant PRMT1, activity-based probe fluorescence polarization; inhibition, % at 2.79 µM; 1.3% of 370,000 active; AID 652257;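 active = inhibition above about 21% made by adding two undisclosed values, limit read from the data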
# MBD2 inh – inhibitors of human MBD2 binding to methylated oligonucleotide. Q9UBB5. TR-FRET. inhibition, % at 4.4 µM. 0.31% of 370,000 active. AID 686964; in the data active = inhibition above about 13%
# ABHD4 inh – inhibitors of mouse ABHD4; inhibition, % at 8.92 µM; purified mABHD4, FP-Rh probe fluorescence polarization; 0.54% of 370,000 active;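 active = inhibition exceeding the mean over every tested compound plus 3 SD, cut at about 30% in these data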;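 note: 0% = plate median of compound wells and 100% = S159A mutant with DMSO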
# Target sequence (Q8VD66 whole entry, looked up): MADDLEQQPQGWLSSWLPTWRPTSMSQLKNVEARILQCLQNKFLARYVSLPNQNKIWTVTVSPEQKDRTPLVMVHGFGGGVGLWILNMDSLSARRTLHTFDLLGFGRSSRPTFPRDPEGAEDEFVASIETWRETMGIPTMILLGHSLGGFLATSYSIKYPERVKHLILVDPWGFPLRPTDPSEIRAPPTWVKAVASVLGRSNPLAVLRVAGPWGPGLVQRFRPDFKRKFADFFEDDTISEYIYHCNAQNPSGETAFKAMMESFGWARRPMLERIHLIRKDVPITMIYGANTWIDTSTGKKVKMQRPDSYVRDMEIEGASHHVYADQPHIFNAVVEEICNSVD
#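 Assay system: Wild-type mouse ABHD4 protein | Medium: HEPES pH 7.0 buffer, 150 mM NaCl, 0.01% Pluronic F-127 | Incubation: Enzyme–compound pre-incubation 45 min, then probe 60 min, both 25 °C | Technique: Fluorescence polarization with parallel and perpendicular emission, 525/598 nm | Evaluation: % inhibition of FP-Rh probe binding versus controls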
# NR1D1 modulator – Rev-erb alpha (human) modulation; P20393; Rev-erbα–FITC-DNA binding, fluorescence polarization, 90 min; activity, % at 10 µM; 0.79% of 370,000 active; AID 1259318;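 active = activity above about 14%, limit read from the data; passing the limit was not always enough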;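 note: 0% = DMSO wells with 35 nM protein and 100% = DMSO wells with 750 nM protein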
# Starred values were filed as active, the others as inactive; x = no result given.
SMILES,LEDGF integ inh,rCAG binder,HTRA1 inh,UHRF1 MBD2 ctr,TCR CD3 inh,PG9 Ab binder,PRMT1 FP inh,MBD2 inh,ABHD4 inh,NR1D1 modulator
Oc1ccc(Cl)cc1/C=N/c1nc2ccccc2[nH]1,5,5,4,-3,6,-0.1,-7,-6,9,-5
CCC(Cc1ccccc1)NS(=O)(=O)c1csc(C(N)=O)c1 (stereo not drawn),-1,-2,4,-1,-5,-0.4,2,4,6,-2
Cc1cc(C)n(-c2nc(NCCN(C)C)c3c4c(sc3n2)CCCC4)n1,1,9,-11,-8,4,-1.7,2,0,1,-7
COC(=O)CCSCC(=O)Nc1ccc(S(=O)(=O)N2CCOCC2)cc1OC,-3,-2,9,2,2,0.3,6,1,-2,1
O=C1C=C(c2cc3ccccc3s2)CCC1,2,5,0,-5,0,-2.0,0,-2,1,-2
CC1=[N+]([O-])C(C)(C)C(C)N(O)C1=O (stereo not drawn),2,1,-4,-1,2,0.3,-2,-3,-7,-4
CCOC(=O)C1CCN(C(=O)c2ccc(SC)cc2OC)CC1,-2,-1,7,1,-4,0.9,3,3,1,-3
O=[N+]([O-])c1cccc(/C=N/N2CCN(c3ccccn3)CC2)c1,5,1,0,2,7,1.9,0,3,7,-6
COc1cc(C(C)=O)ccc1OCC(=O)OCCCOC(=O)COc1ccc(C(C)=O)cc1OC,1,-3,-4,2,3,-1.5,-4,-6,-4,3
CSc1ccccc1N=CC1=C(O)CC(C)(C)CC1=O,2,-6,-7,-1,-5,-0.5,-1,-4,1,-5
N#CC1(NC(=O)COC(=O)CNC(=O)c2sc3ccccc3c2Cl)CCCCC1,-2,2,-6,-1,-5,7.1,6,1,4,11
Cc1csc(NC(=O)CSc2nnc3c4ccccc4nc(C(C)(C)C)n23)n1,-1,3,-9,-2,2,-1.6,0,-3,7,9
CN1C(=O)[C@H]2[C@@H](c3ccc(C(F)(F)F)cc3)N[C@]3(CCCN(Cc4ccc(C(F)(F)F)cc4)C3=O)[C@H]2C1=O,-2,1,5,-1,6,0.0,3,-7,0,-1
CC(C)(O)C#Cc1ccc(CN2CCN(CCc3ccccc3)C(CCO)C2)s1 (stereo not drawn),-2,-9,-3,4,-4,-0.3,1,4,2,0
CCOc1ccc(S(=O)(=O)NCC2CCCO2)cc1 (stereo not drawn),-1,-1,4,3,-1,-1.8,-2,-2,-4,-5
c1ccc(CSc2nnc(Cc3ccccn3)o2)cc1,-1,-2,-1,0,5,-0.9,-2,1,1,4
Cc1ccc(-c2c[n+](CC(=O)Nc3nc(-c4ccccc4)cs3)c3n2CCC3)cc1,5,21,-2,0,-4,-2.2,-2,-3,4,-4
Cc1ccc2cccc(NC(=S)NC(=O)c3ccn(C)n3)c2n1,2,3,-16,-5,-5,-2.2,0,-1,-4,4
CCN(CC)C(=O)c1sc2nc(N3CCOCC3)c3c(c2c1N)CCCC3,-3,-5,-9,-4,-3,0.1,24*,-4,8,0
CCc1ccc(C(=O)NC(C(=O)O)C(C)C)cc1 (stereo not drawn),1,1,-1,-3,6,-1.2,0,-1,-4,4
Cc1cc2c(cc1S(=O)(=O)NCc1ccccc1Cl)OCCN2C,-3,2,-7,-1,0,-1.4,0,-1,6,8
CCOP(=O)(OCC)C(NC(=O)Nc1cccc(Cl)c1)c1ccccc1 (stereo not drawn),1,0,-7,0,6,-0.3,0,-6,-7,4
CC(=O)NCC(=O)NC(Cc1ccccc1)C(N)=O (stereo not drawn),1,-1,-2,0,2,-1.1,1,0,1,-1
CCCCCCCNC(=O)C1(CC2CC(c3ccc(Cl)cc3)=NO2)CCN(C(=O)OC(C)(C)C)CC1 (stereo not drawn),1,3,-12,-5,7,-3.1,1,-5,-5,-1
CCOC(=O)[C@]12CCCC=C1N(Cc1ccc3c(c1)OCO3)C(=O)[C@H](CC(=O)NCCCOC)C2,0,-4,x,0,-6,-1.9,1,4,5,2

# Reformatted: five of the compounds above
# Order of results – LEDGF integ inh	rCAG binder	HTRA1 inh	UHRF1 MBD2 ctr	TCR CD3 inh	PG9 Ab binder	PRMT1 FP inh	MBD2 inh	ABHD4 inh	NR1D1 modulator
O=[N+]([O-])c1cccc(/C=N/N2CCN(c3ccccn3)CC2)c1
  5	1	0	2	7	1.9	0	3	7	-6
COc1cc(C(C)=O)ccc1OCC(=O)OCCCOC(=O)COc1ccc(C(C)=O)cc1OC
  1	-3	-4	2	3	-1.5	-4	-6	-4	3
CSc1ccccc1N=CC1=C(O)CC(C)(C)CC1=O
  2	-6	-7	-1	-5	-0.5	-1	-4	1	-5
N#CC1(NC(=O)COC(=O)CNC(=O)c2sc3ccccc3c2Cl)CCCCC1
  -2	2	-6	-1	-5	7.1	6	1	4	11
Cc1csc(NC(=O)CSc2nnc3c4ccccc4nc(C(C)(C)C)n23)n1
  -1	3	-9	-2	2	-1.6	0	-3	7	9

# The listing continues.
SMILES,LEDGF integ inh,rCAG binder,HTRA1 inh,UHRF1 MBD2 ctr,TCR CD3 inh,PG9 Ab binder,PRMT1 FP inh,MBD2 inh,ABHD4 inh,NR1D1 modulator
CC1(C(=O)NS(=O)(=O)c2ccccc2Cl)CCN1C(=O)CC(c1ccccc1)c1ccccc1 (stereo not drawn),-4,50*,x,1,4,1.0,-1,-3,-2,2
CCCC(=O)Nc1ccccc1NC(=O)CN(C)S(=O)(=O)c1ccc(C)cc1,2,-6,-3,0,-6,-0.1,4,1,-2,-1
Cc1ccc(-n2c(SCC(=O)NCC3CCCO3)nc3ccccc3c2=O)cc1C (stereo not drawn),0,-1,-8,1,-9,0.0,-4,0,0,3
Nc1ncnc(N2CCOCC2)c1N,-1,-1,-5,-1,-2,-4.0,2,0,4,-4
NC(=O)c1ccc(NC(=O)COc2cccc3ccccc23)cc1,0,6,-4,-4,1,1.9,-2,3,-2,2
CCCc1c(C(=O)O)cnn1-c1ccc(Cl)cc1,5,-1,5,-1,3,-2.2,-2,2,-9,-6
COC(=O)[C@]1(C)N[C@H](CN(C)S(=O)(=O)c2ccc(C(F)(F)F)cc2)[C@@H]2C(=O)N(C)C(=O)[C@@H]21,36*,2,7,-3,0,2.2,0,1,8,5
COCC1CCN(Cc2c(C(=O)N3CCc4ccccc4C3)nc3ccc(Cl)cn23)C1 (stereo not drawn),2,-2,5,5,11,-1.8,14,-4,4,-1
NC(=S)N/N=C/c1ccccc1O,-3,-4,-3,0,-2,-1.3,3,3,2,1
CCn1c(Cc2ccccc2)nnc1SCC(=O)NC1CC1,2,-2,2,-2,-5,0.6,-1,1,8,-4
CSc1ccc(CN(C)C(=O)C(Cc2ccccc2)NC(=O)c2ccccc2)cc1 (stereo not drawn),0,-2,-23,0,-2,-2.2,1,-1,-14,-1
CCOC(=O)c1nn(-c2ccccc2F)c2nc(-c3ccco3)c(C#N)c(=O)n12,-4,1,-6,5,-4,-1.3,-2,-1,3,14
CC(=O)O[C@H]1C=C[C@@H](C#Cc2ccc(C(C)(C)C)cc2)O[C@@H]1COC(=O)Nc1ccccc1,4,9,x,6,1,1.6,7,5,-9,0
CNC(=O)c1[nH]nc2c1CCc1cc(OC)ccc1-2,1,0,-3,1,-4,-1.1,3,6,-1,1
CCC(Sc1nc2ccccc2c(=O)[nH]1)C(=O)Nc1ccc(C(C)=O)cc1 (stereo not drawn),-1,14,-18,2,2,2.0,0,-6,-8,-2
CCN(c1ccc2c(c1)OCO2)S(=O)(=O)c1cc2c(cc1Br)CCN2C(=O)C1CC1,-1,7,-11,-1,-1,-2.4,-4,-7,2,1
COc1ccccc1NC=C1C(=O)OC(C)(C)OC1=O,2,-2,-7,5,-6,1.2,1,7,0,0
O=C(CSc1nc2ccccc2o1)N1CCOCC1,2,-2,6,-1,9,0.1,-7,-5,2,-5
CC(=O)N1CCN(S(=O)(=O)c2cccc(C(=O)NCCc3ccc(Cl)cc3)c2)CC1,4,3,-6,3,-10,-3.2,-3,2,-7,-4
CN(Cc1ccco1)C(=O)C1CCCN(c2ncnc3c2nc2n3CCCCC2)C1 (stereo not drawn),2,-6,0,-1,3,-0.9,-2,-1,0,5
Cc1ccc(CC(=O)O/N=C(\N)c2cccc([N+](=O)[O-])c2)cc1,2,-1,-2,-4,4,0.9,-2,4,-4,-4
C/C(=N/NS(=O)(=O)c1ccc(F)cc1)c1ccc(NC(=O)c2ccc(C)o2)cc1,-3,3,-2,-5,7,-2.3,2,1,0,-1
CC(C)c1ccc2oc(=O)cc(CN3CCOCC3)c2c1,-3,-5,3,-1,3,-0.3,1,0,4,6
Cc1ccc(C)c(N2CCN(C(=O)CCc3nc(-c4ccccc4)no3)CC2)c1,-1,2,-8,2,-6,-0.5,0,1,-12,4
CC[C@]12c3[nH]c4ccc(OC)cc4c3CCN1C(=O)C(CC(=O)NCCC1=CCCCC1)C[C@@H]2C(=O)N1CCN(C(=O)C2CC2)CC1 (stereo partly drawn),4,2,3,3,-10,0.7,-3,3,-3,0

# Other entries.
SMILES,LEDGF integ inh,rCAG binder,HTRA1 inh,UHRF1 MBD2 ctr,TCR CD3 inh,PG9 Ab binder,PRMT1 FP inh,MBD2 inh,ABHD4 inh,NR1D1 modulator
CC[C@@H](Nc1ncnc2c1oc1ccccc12)C(=O)O,-2,0,6,-3,8,-3.1,0,-2,-3,9
CCN(CC)CCCn1c2c(c(SCC(=O)Nc3cccc(C(C)=O)c3)nc1=O)CCC2,6,-3,-5,-3,6,0.5,-1,3,-1,7
Cn1c(CNC(=O)CCNC(=O)c2cccc(Br)c2)cc(=O)n(C)c1=O,-1,1,0,1,-1,-1.7,2,-4,0,2
Cc1onc(-c2c(F)cccc2Cl)c1C(=O)c1ccc(F)cc1,1,-6,x,73*,9,0.5,-2,-4,-1,-3
Cc1ccc(S(=O)(=O)N2CCCCC2CCNC(=O)C(=O)NC2CCCC2)cc1 (stereo not drawn),2,-6,1,0,6,-1.6,-5,1,-5,-2
Cc1ccccc1NC(=O)C1c2cccc[n+]2CC(=O)N1c1c(C)cccc1C (stereo not drawn),-1,6,0,-5,6,0.7,2,-13,3,-2
O=C(O)COc1ccccc1O,-1,-4,-4,1,7,-0.8,-1,6,3,2
CC(=O)Nc1ccc(NC(=O)COC(=O)c2c3c(nc4ccccc24)CCN(Cc2ccccc2)C3)cc1,-6,8,-22,2,-3,0.8,4,1,-4,-3
O=C(CNC(=O)c1ccc(Br)o1)Nc1cccc(-c2cnc3ccccc3n2)c1,0,6,-8,2,3,0.9,4,-4,-6,-4
Cn1cc(/C=N/n2cnc3scc(-c4ccc(Cl)cc4)c3c2=O)c2ccccc21,-4,3,-1,-1,3,0.4,2,3,-3,-8
C=CCNC(=S)Nc1ccccc1,-3,-1,7,0,0,-1.3,3,1,-1,4
Cc1nc2ccccc2[nH]c1=O,2,-1,5,-1,-10,-1.1,6,0,1,-3
CCOc1cc(CNc2ccc(N(C)C)cc2)cc(Br)c1OCC(=O)NC(C)(C)C,-3,1,0,3,-5,1.3,-1,-1,-1,4
C=CCSC1=C(C#N)C(c2ccccc2C)CC(=O)N1 (stereo not drawn),0,4,5,1,-1,-1.3,7,-1,-5,4
c1ccc(N2CCN(c3nc4ccccc4n4cnnc34)CC2)cc1,0,3,-4,2,3,-0.5,2,2,1,4
COc1c(C)cccc1C(=O)NCCCNC(=O)c1ccc(C)nc1,-7,-2,-11,-2,3,-1.2,-2,-3,3,0
CC(C)(C)NC(=O)CCN(/N=C/c1ccncc1)C1=NS(=O)(=O)c2ccccc21,3,-1,4,-3,5,-0.1,-3,1,-3,-3
COc1ccc(Nc2ncc(C(=O)N3CCN(Cc4ccccc4)CC3)c3ccccc23)cc1,2,0,-18,-1,-2,-0.1,-1,5,0,-2
CS(=O)(=O)c1cccc(-c2nnc(NC(=O)C3=COCCO3)o2)c1,1,2,7,1,2,-1.7,-3,2,2,5

# Screening results deposited in PubChem BioAssay by several laboratories.

# The list is partial (hit frequency here may not be typical).
